# Abeta rescue: compounds reversing amyloid beta toxicity in yeast; yeast expressing A-beta42, growth rescue, OD600, 48 h; response scale: 0% DMSO, 100% iron-clioquinol control; Potency, µM (titrated, usually from 46.1 µM), inactives show top-dose growth rescue, hits mostly activators; hit rate 0.063% among 410,000; also: potency is read from the fitted curve at half-maximal effect; nearly all actives have a fitted effect of over 55% in size
#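 Yeast A-beta toxicity model in growth medium with pinned compounds, 48 h at 30 C; growth read as absorbance at 600 nm. Normalized to FeCl3/clioquinol equimolar mix (positive) and DMSO (negative).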
# pAkt inh: Akt phosphorylation inhibition. Neuro2A IGF-stimulated pAkt S473 HTRF, 20 min; hits give low values. activity change, % for hits at 50 µM. AID 651550. hit rate 0.32% among 360,000; in the data active = activity change below about -80%; inconclusive = mostly about -51% to -80%; also: % is scaled to controls: 0 for no effect and ±100 for the full control effect
#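 Neuro2A cells (4,500/well, DMEM with 0.5% FBS) were treated with compound at a single 50 µM final concentration, stimulated with 6 nM IGF for 20 min at 37 °C, and lysed. Phospho-Akt Ser473 was read by HTRF as 665/615 ratio ×10^4.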
# Nrf2 inh: Nrf2 pathway inhibition | hit rate 2.1% among 360,000 | A549 ARE-Fluc reporter, luciferase luminescence, 18-24 h | Potency, µM (top dose mostly 46 µM), for the others: at the highest dose activity change, negative = inhibition, usual class: inhibitors; also: potency is read from the fitted curve at half-maximal effect; % is scaled to controls: 0 for no effect and ±100 for the full control effect; nearly all actives have a fitted effect of over 60% in size
#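 Nrf2 function is reported as luminescence of an ARE-controlled luciferase in A549 cells. Compounds were tested at several concentrations, and a CellTiter-Fluor read on the same wells flagged cytotoxicity.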
# TGFb SMAD3 inh: TGF-b pathway inhibition; Potency, µM (top dose mostly 46.1 µM), for inactives: at the top dose activity, negative = inhibition, usual class: inhibitors; HepG2 CAGA-GFP TGF-b/SMAD3 reporter, GFP fluorescence, 18 h; TGF-beta stimulated, 500 pg/mL final; AID 588855; hit rate 1.2% among 410,000; also: potency is read from the fitted curve at half-maximal effect; % is scaled to controls: 0 for no effect and ±100 for the full control effect; nearly all actives have a fitted effect of over 65% in size
#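 GFP signal (ex488/em500-530) from TGF-beta-stimulated HEPG2 CAGA-GFP cells, 500 pg/mL final, 18 h at 37 degrees C in DMEM plus 1% FBS, normalized to unstimulated and DMSO-stimulated controls.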
# MmCpn inh: M. maripaludis TRiC chaperonin inhibition; AID 504842; Potency, µM (doses to about 76.9 µM), inactives show top-dose activity, negative = inhibition, actives largely listed as inhibitors; purified Mm-Cpn ATPase, ADP Transcreener TR-FRET; hit rate 0.031% among 330,000; also: potency is read from the fitted curve at half-maximal effect; % is scaled to controls: 0 for no effect and ±100 for the full control effect; nearly all actives have a fitted effect of over 80% in size
#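 Purified archaeal Mm-CPN (25nM final) preincubated 10 min at 37degC with compound, then 10uM ATP for 30 min at 37degC; ADP measured by HTRF Transcreener TR-FRET; buffer 30 mM TRIS pH 7.4, 100mM KCl, 5mM MgCl2, 1mM DTT.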
# HepG2 tox: HepG2 cytotoxicity, counter-screen for TGF-b inhibitors | Potency, µM (highest dose often 46.1 µM), for inactives: at the highest dose activity change, negative = cytotoxicity, actives largely listed as cytotoxic | HepG2 CAGA-GFP viability, ATP luminescence, 18 h | hit rate 0.76% among 410,000; also: potency is read from the fitted curve at half-maximal effect; some results filed as inactive show a strong effect at the top dose
#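 HepG2 CAGA-GFP cells (1000/well, DMEM with 1% FBS) received compound, then TGF-beta at 500 pg/mL final, and were incubated 18 hours at 37 degrees C. Viability was read by CellTiter-Glo luminescence. Media-only wells were set as complete cell-killing and DMSO as no toxicity.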
# A549 viability: kills or reduces viability of A549 cells in Nrf2 counter-screen; A549 ARE-Fluc cells, CellTiter-Fluor viability, 18-24 h; Potency, µM (series often up to 46 µM), inactives show at the highest dose activity change, negative = cytotoxicity, hits mostly inhibitors; hit rate 0.16% among 390,000; also: potency is read from the fitted curve at half-maximal effect; % is scaled to controls: 0 for no effect and ±100 for the full control effect
#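 A549 ARE-Fluc cells in 5% FBS OPTI-MEM, 5000 cells/well, rested 2 h then exposed to compounds in concentration-response for 18-24 h at 37 °C. Viability by CellTiter-Fluor fluorescence (Ex 405/Em 525) after 30 min; luciferase luminescence (BugLite, 15 min, RT) read afterwards.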
# Nrf2 ARE act: activators of Nrf2 (ARE) signaling | Potency, µM (highest dose often 46.1 µM), inactives show at the top dose activation, hits mostly activators | AREc32 ARE-luciferase reporter (MCF7-derived line), luminescence, 24 h | hit rate 0.31% among 410,000; also: potency is read from the fitted curve at half-maximal effect; % of control where 0% means no effect; nearly all actives have a fitted effect of over 65% in size
#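 Luminescent ARE reporter assay in AREc32_Fluc cells: overnight plating at 37 deg C, 24 hr compound incubation, Steady-Glo added, 30 min RT before reading.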
# CCT modulator: cytosolic chaperonin activity modulation; AID 651819; purified chaperonin ATPase assay, HTRF ADP detection, 30 min; hit rate 0.3% among 360,000; activity change, % (concentration not given with the values), hits read low; in the data active = activity change below about -30%; also: % is scaled to controls: 0 for no effect and ±100 for the full control effect
#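 TRiC at 40 or 20 nM final (batch-dependent) in 30 mM Tris pH 7.4, 100 mM KCl, 5 mM MgCl2, 1 mM DTT, with compound at single 76 uM and 10 uM ATP, 30 min at 37 deg C. ADP detected by HTRF Transcreener, 665/615 ratio.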
# * = called active by the depositor; i = inactive; ? = inconclusive; . = not tested or not shown; & = joins results of further samples; [ ] = remark or other dose. Unless noted, calls follow the shape of the dose curve; as a rule, active = well fitted curve in the direction sought with a large enough effect; inconclusive = small, poorly fitted or top-dose-only effect, or another doubt; inactive = no such curve, though single readings can be large; an effect the other way counts as inactive or inconclusive.
smiles	Abeta rescue	pAkt inh	Nrf2 inh	TGFb SMAD3 inh	MmCpn inh	HepG2 tox	A549 viability	Nrf2 ARE act	CCT modulator
Cc1ccc(S(=O)(=O)N2CCOCC2)cc1C(=O)NCCN1C(=O)S/C(=C\c2ccccc2Cl)C1=O	4%	i	?	?	0%	-35%	-1%	4.6%	0.2
CCOC(=O)C1=C(N)Oc2cc(C)[nH]c(=O)c2C1c1ccncc1 (stereo not given)	-15%	i	7%	1%	3%	-19%	-1%	0.4%	0.1
O=C(NCCN1CCOCC1)C1CCC(=O)N1Cc1ccccc1Cl (stereo not given)	16%	i	11%	5%	0%	-2%	1%	-0.4%	-1.1
CCOc1ccc(N=C(/C(C(=O)C(=O)N2CCOCC2)=C(/O)c2ccccc2)c2ccccc2)cc1	7%	i	20%	-5%	-3%	1%	-8%	15%	-3.8
Cc1cccc(N2CCN(C(=O)C3CCC(=O)N(C4CC4)C3)CC2)c1C (stereo not given)	11%	i	3%	4%	-6%	2%	-2%	0.8%	-2.8
Cc1ccc(C)c(-n2c(Cc3cc(=O)[nH]c(=O)[nH]3)nnc2SCC(=O)NCc2ccco2)c1	8%	i	5%	2%	.	11%	-5%	0.0%	-5.1
COc1ccc(S(=O)(=O)N(C)C(C)CCc2ccco2)cc1 (stereo not given)	11%	i	2%	-3%	-6%	-12%	0%	6.1%	-0.8
N/C(=N\OC(=O)c1ccc(Br)cc1)c1ccccc1	-14%	i	.	-5%	0%	-11%	3%	8.9µM*	-5.3
CCC(=O)Nc1ccc(Cl)c(NC(=S)NC(=O)COc2ccccc2)c1	13%	i	11%	-14%	1%	-5%	-4%	-0.6%	-0.8
CC1CN(S(=O)(=O)c2ccccc2)CC(C)O1 (stereo not given)	-3%	i	11%	-4%	-2%	4%	-3%	-1.0%	1.1
CCOC(=O)CC(NC(=O)CCc1c(C)nc2c(c(C)nn2-c2ccc(C)c(C)c2)c1C)c1ccc(C)cc1 (stereo not given)	0%	.	4%	5%	.	3%	4%	-1.3%	.
c1ccc(Cc2nnc(N3CCOCC3)c3ccccc23)cc1	6%	i	1%	-1%	2%	8%	15%	-0.3%	-3.8
CC(=O)Nc1nnc(SCC(=O)Nc2ccc3c(c2)OCCO3)s1	-10%	i	2%	-4%	-1%	3%	-1%	-1.0%	-2.9
CCc1ccc(-n2c(=O)c3cccnc3n2CC(=O)Nc2cc(OC)ccc2OC)cc1	1%	.	10%	28%	.	9%	6%	-0.6%	.
COc1ccc(OCCN2CCC(C(=O)NC(C)c3cccc4ccccc34)CC2)cc1 (stereo not given)	15%	i	.	24%	.	-28%	.	-0.7%[9.22 µM]	-0.6
CCCCNC(=O)O[C@H]1C[C@@H]2CCN3C(=O)CCC[C@H]([C@H]1Cc1ccccc1)[C@H]23	0%	i	-13%	-29%&-3%	-1%	-18%&-17%	-1%	2.0%	0.9
COc1ccc(CCNC(=O)C(=O)NCC(c2ccco2)S(=O)(=O)c2ccccc2)cc1OC (stereo not given)	-1%	.	.	?	.	-27%	0%	-0.3%	.
Cc1ccc(/C=C/C(=O)OCC(=O)Nc2cccc(S(=O)(=O)N(C)C)c2)o1	5%	i	-5%	?	0%	5%	-6%	3.1%	-0.3
CC(=O)c1ccc(C(=O)N2CCCC(CO)(Cc3ccccc3C)C2)s1 (stereo not given)	19%	i	1%	4%	-1%	-1%	2%	0.2%	-2.4
CCn1c(/C=C/c2ccccc2F)nc2ccccc2c1=O	-8%	i	4%	?	-1%	6%	0%	2.8µM*	0.8
O=C(O)CC1(CC(=O)Nc2cc(F)ccc2Cl)CCCCC1	7%	i	-13%	-32%	1%	-24%	-6%	0.1%	-0.5
c1cc2cn[nH]c2cc1NC1CCCCCC1	-34%[inhibitor]	i	4%	?	-3%	-11%	1%	-0.1%	0.2
Cc1c(CC(=O)NCCc2ccccc2)c(=O)oc2c(C)c3occ(C(C)(C)C)c3cc12	-14%	.	3%	?	.	-29%	-14%	-1.0%	.
CCCCN(CC)c1nc(N)c2c(N)nc(OCC)cc2c1C#N	-12%	i	?	-2%	1%	-14%	.	-0.4%	0.4
S=C(NCc1ccco1)Nc1ccc(N2CCOCC2)cc1	-11%	i	7%	-15%	0%	0%	7%	-0.6%	-1.9
CC1(C)CC(=O)C(C(c2ccc(F)cc2)C2C(=O)CC(C)(C)CC2=O)C(=O)C1	11%	i	15%	0%	2%	11%	-6%	0.2%	1.9
O=C(NCCS(=O)(=O)NCc1ccc(F)cc1)c1ccccc1	-18%	i	3%	-1%	-2%	-5%	14%	0.1%	-1.8
COc1ccc(CCNC(=O)C2CCN(C(=O)c3cccs3)CC2)cc1	7%	i	?	7%	4%	3%	-2%	0.4%	-0.2
COc1ccccc1N1CC(C(=O)NCCN2C(=O)S/C(=C\c3cccnc3)C2=O)CC1=O (stereo not given)	-3%	i	9%	-4%	0%	-16%	-1%	0.1%	-1.1
COc1ccc(C(=S)N2CCCC2)cc1Br	3%	i	3%	-34%	0%	-10%	0%	-0.4%	-0.3
C=CCSc1nc(N)c(C(=O)Nc2ccccc2)cc1C#N	-5%	i	-28%	-3%	-3%	-26%	-4%	3.2%	-1.7
Cc1ccc(-n2ncc3c(NC4CCCCC4)ncnc32)cc1C	0%	.	.	8%	.	-1%	-2%	0.2%	.
CCOc1ccc(C(=O)CCC(=O)N(CC)CC(=O)NCc2ccc(Cl)cc2)cc1	3%	i	3%	?	-20%	-23%	1%	0.3%	-4.4
N#Cc1c(Cl)cccc1-n1ccnc1	8%	i	-12%	2%	2%	-15%	-1%	-0.4%	0.0
CCc1nc2ccc(C(=O)N3CCN(S(=O)(=O)CC)CC3)cn2c1N(C)C(=O)C1CCCCC1	-7%	i	.	6%	.	-4%	.	0.4%[9.22 µM]	-0.8
COc1cc(C2NC(=O)C(C#N)=C(Nc3cccc(C)c3)S2)ccc1O (stereo not given)	-3%	i	-7%	?	-2%&0%	-24%	4%	5.7%	-2.0
Cc1noc(C)c1C(=O)NC1=NCCS1	-1%	i	4%	1%	2%	-1%	4%	-0.6%	-7.3
N/C(=N\OC(=O)CCCOc1ccccc1)c1ccccc1	28%	i	10%	-4%	2%	1%	8%	-0.4%	-0.9
CS(=O)(=O)C1=C(O)C(=O)N(CCCC(=O)O)C1c1ccccc1F (stereo not given)	4%	i	6%	-2%	0%	-3%	5%	-0.6%	0.0
CC1C(=O)CC(c2ccccc2)N(C)C1c1ccccc1 (stereo not given)	-5%	i	-7%	2%	-1%	-2%	-1%	-0.1%	-1.6

# Entries of single compounds as entered above:
# Listed for COc1ccc(OCCN2CCC(C(=O)NC(C)c3cccc4ccccc34)CC2)cc1 (stereo not given) = Abeta rescue = 15%; pAkt inh = i; Nrf2 inh = .; TGFb SMAD3 inh = 24%; MmCpn inh = .; HepG2 tox = -28%; A549 viability = .; Nrf2 ARE act = -0.7%[9.22 µM]; CCT modulator = -0.6
# Listed for COc1ccc(C(=S)N2CCCC2)cc1Br = Abeta rescue = 3%; pAkt inh = i; Nrf2 inh = 3%; TGFb SMAD3 inh = -34%; MmCpn inh = 0%; HepG2 tox = -10%; A549 viability = 0%; Nrf2 ARE act = -0.4%; CCT modulator = -0.3

# Next results
smiles	Abeta rescue	pAkt inh	Nrf2 inh	TGFb SMAD3 inh	MmCpn inh	HepG2 tox	A549 viability	Nrf2 ARE act	CCT modulator
CCCN1CCC(NC(=O)Nc2ccc(Br)cc2)CC1	-17%	i	1%	2%	-2%	10%	5%	5.5%	-1.1
CS(=O)(=O)Nc1ccc(S(=O)(=O)NCCc2ccccc2)cc1	5%	i	-21%	-13%	2%	-15%	-9%[1.84 µM]	-0.3%	0.8
OCCC1CN(Cc2cccc(OC3CCCC3)c2)CCN1Cc1ccsc1 (stereo not given)	-8%	i	4%	?	-1%	-49%	0%	2.6%	0.2
COc1ccc(CNC(=O)CCCN2C(=O)c3ccccc3C2=O)cc1	8%	i	3%	-2%	0%	-1%	6%	-0.5%	-1.3
OCCNc1ncnc2ccc(Br)cc12	18%	i	-27%	2%	-2%	-7%	-3%	0.2%	0.8
O=C(Nc1ccc2c(c1)OCO2)c1ccc2nc([C@@H]3O[C@H](CO)[C@H](O)[C@H](O)[C@H]3O)[nH]c2c1	3%	i	.	2%	.	-13%	.	0.1%[9.22 µM]	-1.5
N#CN/C(=N\S(=O)(=O)c1ccccc1)c1ccccc1	7%	i	11%	8%	-23%	3%	0%	0.3%	1.6
Cc1c(NC(=O)C2CCCO2)cccc1[N+](=O)[O-] (stereo not given)	-4%	i	6%	0%	0%	-21%	1%	-0.9%	0.3
COc1cc(CNC2CCCCC2OC)cc(OC)c1OC (stereo not given)	-43%[inhibitor]	i	-6%	7%	0%	0%	3%	-0.5%	2.8
Cc1ccc(C(=O)N/C(N)=N/c2nc3ccccc3o2)cc1	7%	.	?	9%	3%	-3%	-5%	9.3%	-0.2
COc1ccc(CCNC(=O)c2cc(S(=O)(=O)N3CCC4(CC3)OCCO4)ccc2F)cc1OC	4%	i	?	-17%	-1%	-23%	-1%	2.0%	0.5
Cc1ccc(C)c(N2CCN(C(=O)Cn3c(=O)c4cccn4c4ccc(F)cc43)CC2)c1	-15%	.	?	?	.	-5%	2%	0.1%	.
Cc1nc(NC(=O)C(C)(C)C)sc1C(=O)Cn1cc(CCc2ccccc2)nn1	5%	i	.	-8%	.	-31%	.	6.1%	-3.4
CCNC(=O)Nc1cc(S(=O)(=O)N2CCOCC2)ccc1N1CCCCC1	4%	i	.	-14%	.	-25%	.	0.7%	-0.1
Cc1ccc(C)c(-c2ccc(=O)n(Cc3cccc(Br)c3)n2)c1	2%	i	?	?	0%	-47%	13%	7.6%	-3.6
